# Screening results from PubChem BioAssay.
# TrxR1 substrate: substrates of rat thioredoxin reductase 1. O89049. purified TrxR1 substrate turnover, NADPH consumption readout. actives 0.01% (n = 390,000). Potency, µM (series often up to 114 µM), without a hit: at the highest dose activity change, negative = substrate turnover; note: potency is the fitted concentration of half-maximal effect; % is set by controls: 0 for no effect and ±100 for the full control effect; nearly all actives have a fitted effect of over 50% in size
#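 Rat TrxR1, dispensed at 90 nM, was prereduced with 400 uM NADPH (final) for 5 min at ~22 deg C, then incubated with compound 15 min before 400 uM selenite. A first-read NADPH fluorescence drop versus no-compound background flagged substrates.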
# LDHA inh: blocks human lactate dehydrogenase A. P00338. purified LDHA, NADH/diaphorase-resazurin fluorescence; stronger effect = lower value. activity change, % (values are at about 110 or 230 µM). actives 0.15% (n = 480,000). AID 1347041; in the data active = activity change below about -30%; inconclusive = mostly about -25% to -30%;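 note: plate controls were DMSO wells for no effect and wells without enzyme for full effect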
#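 Enzyme activity of human lactate dehydrogenase 5 (2 nM; 0.06 mM NADH, 0.2 mM pyruvate, 5 min, RT) is measured via a resazurin/diaphorase fluorescence readout of residual NADH.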
# mIDH1 inhibitor: human IDH1 R132H inhibition | O75874 | IDH1-R132H enzyme, NADPH consumption, diaphorase/resazurin fluorescence | Potency, µM (series often up to 76.6 µM), for the others: top-dose activity change, negative = inhibition, actives largely listed as inhibitors | actives 0.093% (n = 390,000) | AID 602179; note: potency is the fitted concentration of half-maximal effect; % is set by controls: 0 for no effect and ±100 for the full control effect; nearly all actives have a fitted effect of over 65% in size
# Target sequence (O75874 whole entry R132H, stated change not applied): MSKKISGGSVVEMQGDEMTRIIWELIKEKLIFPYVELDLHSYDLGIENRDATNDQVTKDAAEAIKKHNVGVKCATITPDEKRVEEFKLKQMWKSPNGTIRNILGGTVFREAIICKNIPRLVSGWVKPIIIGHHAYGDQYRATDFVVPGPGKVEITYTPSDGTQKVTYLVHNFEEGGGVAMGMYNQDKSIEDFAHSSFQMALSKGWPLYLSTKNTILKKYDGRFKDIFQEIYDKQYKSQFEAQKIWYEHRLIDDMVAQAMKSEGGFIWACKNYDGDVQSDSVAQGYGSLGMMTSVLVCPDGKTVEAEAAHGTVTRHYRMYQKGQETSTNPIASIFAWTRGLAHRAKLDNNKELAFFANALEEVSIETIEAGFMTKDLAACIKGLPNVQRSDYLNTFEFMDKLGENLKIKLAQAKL
#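 IDH1-R132H (0.5 ug/mL) preincubated 30 min with compound, then NADPH (0.016 mM) and alpha-KG (2 mM) added; 80 min at RT, pH 7.5. Remaining NADPH coupled via diaphorase/resazurin to fluorescence (540/590 nm); concentration-response curves normalized to no-enzyme control.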
# GRP78 ERSR act: induces the endoplasmic reticulum stress response in human glioma cells; U87-MG GRP78 promoter luciferase reporter, 16 h; Potency, µM, inactives show top-dose activation, usual class: activators; actives 0.02% (n = 420,000); AID 602332; note: potency is the fitted concentration of half-maximal effect; series mostly up to about 76 µM; % of control where 0% means no effect; nearly all actives have a fitted effect of over 35% in size
#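 ERSR induction read as luciferase luminescence (Bright-Glo, 10 min at room temperature) in stably transfected human U87-MG glioma cells exposed to compounds for 16 h, using GRP78 as sensor.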
# RXFP1 ag: activates the human relaxin receptor RXFP1. Q9HBX9. HEK293T-RXFP1 cAMP TR-FRET, 30 min; response scale: percent of porcine relaxin response, buffer zero. Potency, µM (series often up to 57.5 µM), for the others: at the top dose activation, usual class: activators. actives 0.3% (n = 370,000); note: potency is the fitted concentration of half-maximal effect; % is set by controls: 0 for no effect and ±100 for the full control effect; nearly all actives have a fitted effect of over 60% in size; many of its hits are not listed in these tables
#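 HEK293 cells stably expressing RXFP1, treated 30 min at 37C with compounds plus PDE4 inhibitor Ro 20174; cAMP measured by HTRF TR-FRET. Normalized to buffer and 29 nM porcine relaxin; EC50 by Hill fit.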
# Vif-APOBEC3G blk: inhibitors of Vif-APOBEC3G interaction | Q9HC16 | HeLa A3G-eYFP + Vif (tagged APOBEC3G with the HIV-1 protein that degrades it), YFP fluorescence, overnight | Potency, µM (doses to about 46.1 µM), for the others: at the top dose activity, negative = active, most hits filed as inhibitors | actives 0.076% (n = 410,000);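 note: potency is the fitted concentration of half-maximal effect; % is set by controls: 0 for no effect and ±100 for the full control effect; nearly all actives have a fitted effect of over 60% in size; hits raise eYFP signal because A3G escapes Vif-driven loss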
# Target sequence (Q9HC16 whole entry, looked up): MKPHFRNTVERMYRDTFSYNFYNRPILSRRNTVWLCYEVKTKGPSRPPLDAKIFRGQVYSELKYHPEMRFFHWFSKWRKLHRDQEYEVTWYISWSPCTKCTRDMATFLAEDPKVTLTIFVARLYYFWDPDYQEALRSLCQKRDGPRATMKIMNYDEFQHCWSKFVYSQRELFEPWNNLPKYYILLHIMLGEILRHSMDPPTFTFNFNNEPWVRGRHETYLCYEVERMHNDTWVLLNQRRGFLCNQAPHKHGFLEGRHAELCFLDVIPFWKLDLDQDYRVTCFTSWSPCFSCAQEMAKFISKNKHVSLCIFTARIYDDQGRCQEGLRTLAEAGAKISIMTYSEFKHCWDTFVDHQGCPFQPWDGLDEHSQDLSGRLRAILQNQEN
#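 Read-out is eYFP fluorescence (Ex 488/Em 500-530) from Vif-expressing HeLa A3G-eYFP cells; more signal means A3G escaped Vif-mediated degradation. Cells plated overnight, compound pinned in, incubated overnight at 37 deg C.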
# USP1-UAF1 inh: inhibitors of human USP1/UAF1 deubiquitinase; actives 0.23% (n = 390,000); O94782; AID 743255; Potency, µM (doses to about 57.1 µM), inactives show at the highest dose activity change, negative = inhibition, hits mostly inhibitors; recombinant USP1/UAF1, Ub-Rhodamine cleavage fluorescence; note: potency is the fitted concentration of half-maximal effect; % is set by controls: 0 for no effect and ±100 for the full control effect; nearly all actives have a fitted effect of over 60% in size; inactives centre near -12
#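 Step one: compound is pinned into 1nM USP1/UAF1 in HEPES pH 7.8 buffer with TCEP. Step two: 15 min room-temperature incubation. Step three: Ub-Rho (150nM final) starts cleavage, tracked by fluorescence over six one-minute reads.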
# PI4K2A inh: blocks human PI4K2A kinase activity; Q9BTU6; purified PI4K2A, ADP-Glo luminescence, 1 h; stronger effect = lower value; activity change, negative = inhibition, % at 76.9 µM; actives 0.13% (n = 420,000); AID 1346378; in the data active = activity change below about -50%; inconclusive = mostly about -30% to -49%;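 note: -100% = wells without enzyme as full effect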
#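 PI4K2A activity was measured by ADP-Glo luminescence: enzyme (4 ug/mL stock) and phosphatidylinositol (1.2 mM stock) in Tris pH 7.5/MgCl2/EGTA/Triton X-100 buffer were reacted with ATP (300 microM stock) for one hour at ambient temperature.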
# Vif-APOBEC3F blk: blocks the Vif interaction with APOBEC3F; HeLa A3F-eYFP + Vif (tagged APOBEC3F with the HIV-1 protein that degrades it), YFP fluorescence increase; Potency, µM (titrated, usually from 46.1 µM), for inactives: top-dose activity, negative = active; actives 0.2% (n = 390,000); note: potency is the fitted concentration of half-maximal effect; % of control where 0% means no effect; nearly all actives have a fitted effect of over 65% in size
#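 HeLa cells stably expressing Vif plus C-terminally eYFP-tagged A3F were seeded, incubated overnight at 37 deg C, dosed with compound, incubated overnight again at 37 deg C. Yellow fluorescence (Ex 488/Em 500-530) reported blocked Vif-mediated A3F-eYFP degradation.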
# Starred values were filed as active, the others as inactive; ? = inconclusive; · = no result given; & = joins results of further samples; [ ] = dose if it differs, or a comment. Unless noted, calls come from the whole dose curve; as a rule, active = well fitted curve in the direction sought with a large enough effect; inconclusive = small, poorly fitted or top-dose-only effect, or another doubt; inactive = no such curve, though single readings can be large; an effect the other way counts as inactive or inconclusive.
compound	LDHA inh	PI4K2A inh	RXFP1 ag	Vif-APOBEC3F blk	mIDH1 inhibitor	GRP78 ERSR act	TrxR1 substrate	USP1-UAF1 inh	Vif-APOBEC3G blk
CC1(C(=O)Nc2cccc(Br)c2)Cc2ccccc2C(=O)O1 (configuration not stated)	0	-3	1.3%	-2%	13%	-1%	0%	-26%	-3%
Cc1ccccc1C1C(C#N)=C2N=C(N)c3c(sc4c3CCCCC4)N2C2=C1C(=O)CCC2 (configuration not stated)	7	-11	4.3%	?	-4%	-7%	2%	-9%	?
COc1cccc(N2C(=O)Nc3ccc(Br)cc3C2(O)C(=O)NCCN(C)C)c1 (configuration not stated)	-8	1	4.9%	-7%	-1%	0%	1%	-7%	1%
COC(=O)c1ccc(NC(=O)Cn2c(-c3nonc3N)nc3ccccc32)cc1	-3&1	-7&-6	2.5%&0.6%	3%&6%	26%&9%	-4%&0%	-6%&6%	-6%&-19%	-3%&1%
Cn1c(SCC(=O)C(C)(C)C)nnc1-c1ccccn1	0	4	0.2%	-5%	-1%	1%	-3%	-26%	0%
Cc1cc(NC(=O)c2cc([N+](=O)[O-])cc([N+](=O)[O-])c2)no1	3	-1	4.7%	-8%	8%	-4%	7%	-10%	?
COCc1cc(C)nc2sc(C(=O)Nc3ccc(C(C)=O)cc3)c(N)c12	-4	4	-1.5%	?	2%	-4%	9%	-5%	-1%
COc1ccccc1C1=NOC(C(=O)N2CCN(C(=O)c3ccco3)CC2)C1 (configuration not stated)	-6	-1	-0.1%	2%	1%	2%	1%	-22%	0%
O=C(CCn1nc(-c2ccc(F)cc2)ccc1=O)NCc1ccccc1	-2	0	2.6%	6%	3%	-4%	5%[57.1 µM]	-19%	1%
O=C1CSC(c2ccccc2F)N1c1cc(Cl)ccc1O (configuration not stated)	-3	3	-1.5%	-4%	2%	-2%	-6%	-24%	-4%
C=CCNC(=O)c1ccccc1NC(=O)c1ccccc1N(C)S(C)(=O)=O	-7	-4	0.8%	-20%	15%	-3%	3%[57.1 µM]	-24%	0%
Fc1ccc(-c2ccc3c(c2)C2CC3CCN2Cc2ccc3c(c2)OCO3)cc1 (configuration not stated)	0	-4	·	-22%	-5%	0%	1%	-15%	-3%
Cc1ccc(C)c(NC(=S)N2CCN(S(C)(=O)=O)CC2)c1	-1	-15	-4.2%	3%	-5%	3%	7%	-27%	-2%
O=C(/C=C\Nc1ccccn1)c1ccccc1	-4	-24	-0.1%	-12%	9%	-16%	-5%	-21%	-4%
CC(C)CCNc1ncnc2c1nnn2Cc1ccccc1	-9	-1	0.4%	14%	3%	2%	7%	-20%	7%
COc1cccc(NC(=O)Cc2ccccc2)c1	0	-9	0.9%	5%	11%	3%	-7%[57.1 µM]	-8%	-1%
O=C(Cn1cnc2ccccc2c1=O)Nc1ccc2c(c1)CCC2	2	0	-0.1%	-4%	8%	-4%	9%	-8%	-7%
Cc1ccc2onc(CNC(=O)N3CCN(c4cc(Cl)ccc4C)CC3)c2c1	-3	-1	1.2%	1%	-6%	-5%	-8%	-14%	-2%
Cc1ccc(-c2noc(-c3ccc(N4CCCCC4C)c([N+](=O)[O-])c3)n2)cc1 (configuration not stated)	1	-4	7.4%	0%	-4%	-1%	-4%	-8%	2%
Cc1nnc(NN)n(N)c1=O	2	-6	-0.8%	-3%	0%	-1%	-10%	?	-8%

# Some of the entries above in a different format:
# Each structure is followed by: LDHA inh	PI4K2A inh	RXFP1 ag	Vif-APOBEC3F blk	mIDH1 inhibitor	GRP78 ERSR act	TrxR1 substrate	USP1-UAF1 inh	Vif-APOBEC3G blk
Cc1ccccc1C1C(C#N)=C2N=C(N)c3c(sc4c3CCCCC4)N2C2=C1C(=O)CCC2 (configuration not stated)
 : 7	-11	4.3%	?	-4%	-7%	2%	-9%	?
COc1cccc(N2C(=O)Nc3ccc(Br)cc3C2(O)C(=O)NCCN(C)C)c1 (configuration not stated)
 : -8	1	4.9%	-7%	-1%	0%	1%	-7%	1%
COC(=O)c1ccc(NC(=O)Cn2c(-c3nonc3N)nc3ccccc32)cc1
 : -3&1	-7&-6	2.5%&0.6%	3%&6%	26%&9%	-4%&0%	-6%&6%	-6%&-19%	-3%&1%
Cn1c(SCC(=O)C(C)(C)C)nnc1-c1ccccn1
 : 0	4	0.2%	-5%	-1%	1%	-3%	-26%	0%

# More entries follow:
compound	LDHA inh	PI4K2A inh	RXFP1 ag	Vif-APOBEC3F blk	mIDH1 inhibitor	GRP78 ERSR act	TrxR1 substrate	USP1-UAF1 inh	Vif-APOBEC3G blk
Cc1cc(C)nc(SCCC(=O)Nc2ccccc2Cl)n1	-9	-4	0.3%	1%	24%	-3%	8%[57.1 µM]	-4%	0%
COc1ccnc(CN(C)C(=O)C2CCC(=O)N(Cc3cccc(C(F)(F)F)c3)C2)c1 (configuration not stated)	2	-4	1.3%	1%	1%	-4%	3%	-24%	2%
CSc1ccccc1NC(=O)CN(C)CC(=O)Nc1ccc(Cl)cc1[N+](=O)[O-]	3	-8	4.3%	-2%	4%	-3%	8%[57.1 µM]	-6%	-2%
NC(=O)C1CCCCc2c1[nH]c1ccc(Cl)cc21 (configuration not stated)	-1	-5	1.7%	0%	1%	0%	-10%	-16%	-8%
CCCCOc1ccc(/C(N)=N/O)cc1	-1	0	-2.4%	5%	1%	4%	9%	-16%	3%
CC(C)C(c1nnnn1Cc1ccc2c(c1)OCO2)N1CCN(C)CC1 (configuration not stated)	-3	-2	-1.9%	-6%	6%	-4%	0%	-13%	0%
CCNC(=O)NC1(C(=O)N2CCC(Cc3ccccc3)CC2)CCCCC1	-7	8	2.0%	2%	12%	-1%	-6%	-16%	1%
CCOc1ccc(NC(=O)NNC(=O)C(C)Oc2ccccc2OC)cc1 (configuration not stated)	-7	1	-2.1%	5%	1%	-3%	8%	-24%	1%
CCCc1nnc(NC(=O)CCC(=O)N2CCN(Cc3cc(Cl)ccc3OC)CC2)s1	-7	-1	1.5%	0%	-10%	-1%	0%	-9%	3%
CCOc1cc(NC(=S)Nc2ccccc2OC)c(OCC)cc1NC(=O)c1ccccc1C	-1	3	1.8%	7%	-1%	-6%	-8%	-9%	-1%
Cc1ccc(C(C#N)c2ccc3c(C(F)(F)F)cc(C(F)(F)F)nc3n2)cc1 (configuration not stated)	0	-4	2.7%	2%	-1%	-4%	-7%	-18%	-1%
COc1ccc(Cl)cc1NC(=O)CSc1nc2ccccc2c2nc(-c3ccccc3)nn12	1	5	-1.6%	4%	11%	-3%	3%[57.1 µM]	-31%	1%
CC(=O)Nc1ccc(NC(=O)COc2ccccc2C(=O)Nc2cccc(Cl)c2Cl)cc1	-1	1	3.4%	5%	-10%	1%	-4%	-10%	-7%
COc1ccc(C(C(=O)NC2CCCCC2)N(Cc2ccco2)C(=O)c2ccccn2)c(OC)c1 (configuration not stated)	-3	3	1.8%	4%	-1%	-5%	-10%	-8%	-4%
COc1ccc(N2CCN(C(=S)Nc3ccc(S(N)(=O)=O)cc3)CC2)cc1	-3	1	-0.5%	-19%	13%	-8%	4%[57.1 µM]	-25%	4%
Cc1nnc(NCC=Cc2ccccc2)s1	-3	-4	·	·	·	3%	·	·	0%
O=C(CCS(=O)(=O)c1cc(Br)cc2c1N(C(=O)C1CC1)CC2)N1CCN(c2ccccc2)CC1	-8	-3	-4.0%	-11%	3%	-7%	-11%	-10%	4%
COC(=O)c1ccc(/C=N/Nc2nc3ccccc3[nH]2)cc1	-12	0	3.8%	3%	-8%	1%	-6%	-9%	3%
CC(C)(C)c1ccc(OCC(=O)NNC(=O)Nc2ccccc2)cc1	-6	0	-1.2%	-8%	-4%	-2%	?	-22%	-1%
O=C(NCCN1CCOCC1)/C(=C/c1ccco1)NC(=O)c1ccccc1	-8	5	0.4%	-11%	9%	-1%	-17%	1%	-1%
Cc1noc(-c2ccc(N3CCC(C)CC3)c([N+](=O)[O-])c2)n1	-1	2	0.3%	6%	14%	-1%	-10%	-5%	3%
Cc1ccnc(NS(=O)(=O)c2ccc(NC(=O)C3CCCNC3=O)cc2)n1 (configuration not stated)	8	2	1.1%	7%	4%	-6%	-14%	-3%	-3%

# Looked up above.
# For Vif-APOBEC3G blk, COc1ccc(C(C(=O)NC2CCCCC2)N(Cc2ccco2)C(=O)c2ccccn2)c(OC)c1 (configuration not stated) is entered as -4%
# For Vif-APOBEC3G blk, CC(=O)Nc1ccc(NC(=O)COc2ccccc2C(=O)Nc2cccc(Cl)c2Cl)cc1 is entered as -7%
# For mIDH1 inhibitor, CCOc1cc(NC(=S)Nc2ccccc2OC)c(OCC)cc1NC(=O)c1ccccc1C is entered as -1%
# For PI4K2A inh, COc1ccc(N2CCN(C(=S)Nc3ccc(S(N)(=O)=O)cc3)CC2)cc1 is entered as 1
# For Vif-APOBEC3G blk, COc1ccc(Cl)cc1NC(=O)CSc1nc2ccccc2c2nc(-c3ccccc3)nn12 is entered as 1%

# These rows are one share of the data; rates above refer to the full screens.
